OX1R antag-1 – blocks the human orexin 1 receptor; AID 434989; 330,000 tested, 0.43% active; CHO/OX1R cells, Fluo-8 calcium fluorescence, orexin A; inhibition, % at 5 µM; O43613;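 active = inhibition above its plate's threshold, mean inhibition of all tested compounds on the plate plus 3 SD, cut at about 37% in these data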;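 note: 0% = orexin A challenge wells and 100% = SB-334867-A antagonist wells; not every result past the cut was called active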
Target sequence (O43613 whole entry, looked up): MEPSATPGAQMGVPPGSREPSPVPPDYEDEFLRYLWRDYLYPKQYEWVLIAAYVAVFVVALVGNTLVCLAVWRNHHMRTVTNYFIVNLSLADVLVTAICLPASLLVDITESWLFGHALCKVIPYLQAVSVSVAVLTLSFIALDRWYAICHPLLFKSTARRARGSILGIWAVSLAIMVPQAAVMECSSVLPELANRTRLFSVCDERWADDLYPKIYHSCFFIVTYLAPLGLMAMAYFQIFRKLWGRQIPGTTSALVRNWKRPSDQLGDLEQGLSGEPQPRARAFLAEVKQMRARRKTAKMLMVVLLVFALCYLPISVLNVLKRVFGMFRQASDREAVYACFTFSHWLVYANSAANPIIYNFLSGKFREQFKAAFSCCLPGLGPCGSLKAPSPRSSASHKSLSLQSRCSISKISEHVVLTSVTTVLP
OX1R antag-2 – OX1R (human) antagonism | O43613 | OX1R-expressing cells, FRET antagonist read-out | inhibition, % at 6.6 µM | 330,000 tested, 1.8% active | AID 485270; in the data active = inhibition mostly above about 38%, no sharp cut-off; inactive = mostly below about 40%;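 note: 0% = agonist challenge alone and 100% = reference antagonist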
STK33 inh – inhibitors of human STK33 kinase | Q9BYT3 | inhibition, % at 10 µM | 320,000 tested, 0.073% active | AID 2661 | purified STK33, MBP phosphorylation, ADP-Glo luminescence;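 active = inhibition at or above 25%, using the most active replicate where run in duplicate; inactive = inhibition below 25%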
Target sequence (Q9BYT3 whole entry, looked up): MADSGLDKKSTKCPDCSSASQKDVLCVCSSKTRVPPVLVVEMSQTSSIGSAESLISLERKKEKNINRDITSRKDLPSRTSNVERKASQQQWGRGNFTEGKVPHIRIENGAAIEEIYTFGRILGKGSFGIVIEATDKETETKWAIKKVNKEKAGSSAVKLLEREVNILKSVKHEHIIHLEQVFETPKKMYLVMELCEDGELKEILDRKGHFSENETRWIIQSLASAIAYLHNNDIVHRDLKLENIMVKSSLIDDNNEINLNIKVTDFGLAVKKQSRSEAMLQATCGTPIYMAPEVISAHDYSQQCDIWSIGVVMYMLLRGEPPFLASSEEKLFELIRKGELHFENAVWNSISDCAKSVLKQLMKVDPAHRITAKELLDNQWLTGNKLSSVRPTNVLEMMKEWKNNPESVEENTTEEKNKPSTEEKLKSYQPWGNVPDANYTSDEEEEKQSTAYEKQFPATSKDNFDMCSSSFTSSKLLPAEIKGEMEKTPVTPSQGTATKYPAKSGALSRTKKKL
An asterisk follows results filed as active; nt = no result given; & = joins results of further samples.

SMILES	OX1R antag-1	OX1R antag-2	STK33 inh
CCC(=O)Nc1ccc2c(c1)C(=O)N(C)C2=O	-23	24	-0.3
COC(=O)c1ccc(CN2CCCC(C(=O)Nc3cccc(-n4cnnn4)c3)C2)cc1 (configuration not stated)	-37	7	-0.6
CCOP(=O)(OCC)c1nc(-c2ccc(OC)cc2)oc1N1CCOCC1	1	23	-1.1
Cc1cccc(C(=O)N2CCN(Cc3ccc4c(c3)OCO4)CC2)c1	-10	2	0.4
Cc1ccc(C)c(S(=O)(=O)NCCOC(=O)Nc2sc(=S)n(C)c2C)c1	7	12	0.6
C=CCOc1ccccc1CNCc1cccnc1	-17	6	0.0
Cn1ccnc1SCC(=O)Nc1nc2c(F)c(F)c(F)cc2s1	5	18	-2.4
NS(=O)(=O)c1ccc(NC(=S)NC(=O)C2CCCCC2)cc1	-4	25	0.4
COc1ccc(CCNC(=O)CN2C(=O)NC3(CCCCC3)C2=O)cc1	-6	8	-0.5
CN(C)CCNC(=O)c1cc(Br)ccc1Cl	9	9	-1.9
C=CC(=O)N=c1sc2ccccc2n1-c1ccccc1	-36	33	2.4
Cc1cccc(NC(=O)C2CCCN2S(=O)(=O)c2ccc3c(c2)n(C)c(=O)c(=O)n3C)c1 (configuration not stated)	-16	15	2.6
CCCN1CCC(N2CCCC(C(=O)O)C2)CC1 (configuration not stated)	-16	12	-0.8
O=C(Cc1cccs1)NNC(=S)NC(=O)c1ccccc1	14	4	-1.0
CCOc1ccc(S(=O)(=O)Nc2cccc(C(=O)N3CCN(c4ccccc4O)CC3)c2)cc1	-11	0	8.4
Cc1ccc(C(=O)OCC(=O)NN2C(=O)NC3(CCC(C)CC3)C2=O)cc1 (configuration not stated)	-20	6	0.0
Cc1nn2c(-c3ccncc3)ccnc2c1Br	-21	61	nt
CC(=O)c1ccc(N2CCN(CCC#N)CC2)c(F)c1	-12	16	-1.1
O=C(COc1cccc2c1CCNC2=O)NC1CCCCC1	-19	14	-0.7
CCc1ccc(/C=C2/SC(=S)N(CCC(=O)Nc3ccc(C(=O)O)cc3)C2=O)cc1	-4	22	-0.7
Cc1ccc(C)c(NC(=O)CSc2nc3ccccc3nc2N2CCOCC2)c1	-8	-1	0.0
Cc1ccc(C(=O)Nc2ccc(S(=O)(=O)N3CCN(C)CC3)cc2)cc1	-24	12	-0.7
CCOC(=O)c1cc2c(ccc3nc(C)c(C)c32)[nH]c1C	0	7	-0.3
COCCN(CC(=O)NCc1ccc(F)cc1)C(=O)CCC(=O)Nc1nccs1	-15	5	-0.5
O=C(NCCN1CCC(Cc2ccccc2)CC1)C1CCCN(S(=O)(=O)c2cnc[nH]2)C1 (configuration not stated)	-19	4	-0.2
C=CCNC(=O)/C(=C\c1ccc2c(c1)OCO2)NC(=O)c1ccc(Br)cc1	-19	4	-0.3
CCCCCC1CCC(C(=O)NNC(=S)NCC)CC1 (configuration not stated)	-10	10	-0.5
CC1CN(C)C(C)CC1OC(=O)C(c1ccccc1)c1ccccc1 (configuration not stated)	-24	8	-0.7
O=C1CC(N2CCN(C3CCc4ccccc4C3)CC2)C(=O)N1c1ccccc1 (configuration not stated)	-27	14	-0.7
CC(=O)Nc1cccc(-n2nnc(SCC(=O)Nc3ccccc3)n2)c1	-15	5	-0.5
CCN1CCN(C(=S)c2ccc(Br)cc2)CC1	5	3	-0.2
CCOc1ccc(N=C2NC(=O)S/C2=C\c2ccc(O)cc2)cc1	-7	28	-1.2
O=C1C(Oc2ccc(Cl)cc2)C(c2ccc3c(c2)OCO3)N1CC1CCCO1 (configuration not stated)	-24	19	-1.1
COc1cccc(OC)c1C(=O)N1CCNCC1	-10	3	-1.4
Nc1nc(-c2ccco2)nc(N2CCCCC2)n1	-7	13	0.8
CC1=CCC(C(=O)O)C(C(=O)Nc2nc3ccc(S(C)(=O)=O)cc3s2)C1 (configuration not stated)	-2	-3	-0.3
O=C(O)C1CCN(C(=O)c2ccccc2N2C(=O)[C@@H]3Cc4c([nH]c5ccccc45)C(c4cccc(Cl)c4)N3C2=O)CC1 (some centres not stated)	-4	2	-0.2
Cc1cc(C(C)(C)C)cc(C)c1COC(=O)C1CCC(=O)N1 (configuration not stated)	-10	3	0.5
Fc1ccccc1OCCn1c(=S)[nH]c2ccccc21	-18	23	1.3
O=C(NNS(=O)(=O)c1ccccc1F)c1sccc1-n1cccc1	-9	6	-0.2
COc1ccc(S(=O)(=O)N2CCOC23CCN(S(=O)(=O)c2cc(C)ccc2OC)CC3)cc1	-21	3	-0.7
CCC(C)Sc1nc2c(c(=O)[nH]c(=O)n2C)n1CCc1ccccc1 (configuration not stated)	-26	4	0.5
O=S(=O)(c1ccc(S(=O)(=O)N2CCN(C/C=C/c3ccccc3)CC2)cc1)N1CCCC1	-32	30	-1.1
O=C(NNC(=O)c1ccc(S(=O)(=O)N2CCCCC2)cc1)c1ccccc1	-16	7	0.9
CC(C)=CC(=O)N1CCC(N2CCC(C(=O)NCC3CCCO3)CC2)CC1 (configuration not stated)	-5	5	-0.2
COCC(=O)N1CCC(Oc2cccc(C(=O)NCc3ccccn3)c2)CC1	-3	1	0.3
CCCCn1c(SCC(=O)N2CCCC2)nc2cc(S(N)(=O)=O)ccc21	-3	1	-0.4
O=C(O)c1ccc2c(=O)n3c(nc2c1)/C(=C/c1ccccc1C(F)(F)F)CCCC3	-9	10	-0.4
COC(=O)CN1C(=S)N(c2ccc(Cl)cc2)C(=O)C1CC(=O)Nc1ccc(F)cc1 (configuration not stated)	-6	7	0.0
O=C(CSc1nnc(-c2c[nH]c3ccccc23)o1)c1ccc(-c2ccccc2)cc1	0	25	-1.1
O=C(NCc1ccccc1)c1cnc2n(c1=O)CCS2	1	2	-0.7
CCn1nc(C)c(NC(=O)c2ccc(Cl)cc2)c1C	-9	8	-1.2
Cc1oc(-c2ccccc2Cl)nc1CS(=O)CC(=O)NCc1cccs1 (configuration not stated)	-28	0	-0.6
CC1CCCCC1NS(=O)(=O)c1ccc(S(=O)(=O)NCc2ccncc2)cc1 (configuration not stated)	8	15	4.2
COCCN(CC(=O)Nc1ccccc1C)S(=O)(=O)c1ccc(S(=O)(=O)N2CCCC2)cc1	-16	10	-2.6
COc1ccc(-c2nnc3sc(C(C)N4C(=O)c5ccccc5C4=O)nn23)cc1 (configuration not stated)	-35	5	-1.9
Nc1nc2ncc(CNc3ccc(C(=O)N[C@@H](CCC(=O)O)C(=O)O)cc3)nc2c(=O)[nH]1	-14	24	2.3
CCOC(=O)C1CCN(c2nc3c(C)cccn3c(=O)c2/C=C(\C#N)S(=O)(=O)c2ccccc2)CC1	-34	1	-0.1
CCN(CC)S(=O)(=O)c1cc(-c2nn(C)c(=O)c3ccccc23)ccc1C	-22	21	1.0
COc1ccccc1N(Cc1ccccc1)S(=O)(=O)c1cccc(C(=O)Nc2ccc(C)cn2)c1	0	33	0.3
Next part:
SMILES	OX1R antag-1	OX1R antag-2	STK33 inh
CC(C)[C@@H]1NC(=O)c2cc([N+](=O)[O-])cc(I)c2NCCC[C@@H](C(N)=O)NC(=O)[C@H](CO)NC1=O	-12	36	0.7
O=C(NCc1cccnc1)/C(=C/c1ccc(-c2ccc(Cl)cc2)o1)S(=O)(=O)c1ccccc1	-16	31	-1.0
NC(=O)c1ccc(CSc2nc3ccccc3s2)cc1	-1	14	-1.4
Cc1cc(=O)oc2cc(NC(=O)c3cccc(S(C)(=O)=O)c3)ccc12	-7	11	-1.2
COc1cccc(C(=O)Nc2nc(SCc3ccc(Cl)cc3)n[nH]2)c1	-1	7	-2.3
O=C(O)c1ccccn1	-11	0	-0.5
O=C1CC(C(=O)NC2CCCCC2)C2(CCCCC2)O1 (configuration not stated)	-14	9	-1.3
CCOC(=O)C1CCCN(S(=O)(=O)c2cc(OCC(=O)NC3CCCCC3)c(C)cc2Cl)C1 (configuration not stated)	-34	6	-0.2
O=C(CN(C1CCCCC1)S(=O)(=O)c1ccc(F)cc1)NCc1ccncc1	-34	27	-1.5
O=C(C1CCCN(S(=O)(=O)Cc2ccccc2)C1)N1CCC(Cc2ccccc2)CC1 (configuration not stated)	-19	21	0.4
CCOc1ccccc1C1CC(=O)Nc2c1c(=O)n(C)c(=O)n2C (configuration not stated)	-31	6	-0.1
O=C(NC(=S)NCCN1CCOCC1)c1cccc(Cl)c1	2	10	-2.4
CCN(CC)CCn1c2ccccc2c2nc3ccccc3nc21	-2	67*	5.5
Cc1ccccc1-n1nc2c(c1NC(=O)c1ccco1)CS(=O)(=O)C2	-5	4	-1.5
COc1ccc(C(=O)N2CCN(S(=O)(=O)c3cc(Cl)ccc3OC)CC2)cc1	-9	1	-0.1
COc1cc(OC)cc(OC(=O)C2CCN(C3=NS(=O)(=O)c4ccccc43)CC2)c1	-18	3	-0.7
CCCCNC(=S)Nc1ccccc1Cc1ccccc1	-35	20	-1.0
COC(=O)[C@@H](NCc1cccc(CN[C@H](C(=O)OC)c2ccccc2)c1)c1ccccc1	-33	30	-0.5
O=C(OCC(=O)N1N=C(c2ccc(Cl)cc2)CC1c1ccco1)c1ccco1 (configuration not stated)	-22	19	0.5
Cc1csc(=Nc2c(C)n(C)n(-c3ccccc3)c2=O)n1Cc1ccccc1	-26	26	-0.2
COc1ccc(CN2CCN(S(=O)(=O)c3ccc(NC(C)=O)cc3)CC2)cc1OC	-20	1	-3.3
c1ccc2c(c1)ccc1ncccc12	0	18	-1.1
CS(=O)(=O)c1ccc(Sc2nc3ccccc3s2)c([N+](=O)[O-])c1	-11	37	0.1
CC(CN1CCN(C)CC1)OC(=O)c1ccccc1Cl (configuration not stated)	-20	6	1.1
CCCCN(C(=O)c1cc(Cl)nc2ccccc12)c1c(N)n(Cc2ccccc2)c(=O)[nH]c1=O	-15	8	-1.9
CS(=O)(=O)N1CCN(C2CCN(Cc3ccccc3)CC2)CC1	-6	-10	-0.4
CC(C)C(NC(=O)c1ccc(Cl)cc1)C(=O)NCC1CCCO1 (configuration not stated)	-23	14	0.5
CC(=O)Nc1c(I)c(NC(C)=O)c(I)c(C(=O)O)c1I	3&-3&4	19&16&9	-1.4&-0.8&-1.8
C/C(=N\N=C1\NC(=O)CC(C(=O)O)S1)c1ccc(F)cc1 (configuration not stated)	1	12	-1.2
CCOC(=S)SCC(=O)Nc1nc(-c2ccc(Br)cc2)cs1	-19	21	-0.1

An excerpt from above in order of the OX1R antag-1 value, descending:
mol,OX1R antag-1,OX1R antag-2,STK33 inh
c1ccc2c(c1)ccc1ncccc12,0,18,-1.1
COc1cc(OC)cc(OC(=O)C2CCN(C3=NS(=O)(=O)c4ccccc43)CC2)c1,-18,3,-0.7
COc1ccc(CN2CCN(S(=O)(=O)c3ccc(NC(C)=O)cc3)CC2)cc1OC,-20,1,-3.3
COC(=O)[C@@H](NCc1cccc(CN[C@H](C(=O)OC)c2ccccc2)c1)c1ccccc1,-33,30,-0.5
CCCCNC(=S)Nc1ccccc1Cc1ccccc1,-35,20,-1.0

Taken from above:
OX1R antag-2 result of `CCCCn1c(SCC(=O)N2CCCC2)nc2cc(S(N)(=O)=O)ccc21` stands at 1
OX1R antag-1 result of `CCOc1ccc(S(=O)(=O)Nc2cccc(C(=O)N3CCN(c4ccccc4O)CC3)c2)cc1` stands at -11
OX1R antag-2 result of `O=S(=O)(c1ccc(S(=O)(=O)N2CCN(C/C=C/c3ccccc3)CC2)cc1)N1CCCC1` stands at 30
STK33 inh result of `O=C(Cc1cccs1)NNC(=S)NC(=O)c1ccccc1` stands at -1.0
OX1R antag-1 result of `O=C(CSc1nnc(-c2c[nH]c3ccccc23)o1)c1ccc(-c2ccccc2)cc1` stands at 0

(list continues)
SMILES	OX1R antag-1	OX1R antag-2	STK33 inh
COc1ccc(N(CC(=O)N2CCOCC2)S(=O)(=O)c2ccccc2)cc1Cl	-18	13	0.5
CCOC(=O)C1CCN(S(=O)(=O)c2ccc(NC(=O)OC)cc2)CC1	11	27	0.8
O=C(CCC(=O)N1CCN(C(=O)c2ccco2)CC1)c1ccc(F)cc1	-35	11	-1.4
O=C(Cn1c(NCCO)nc2ccccc21)c1ccc([N+](=O)[O-])cc1	1	27	-0.3
COc1ccc([C@H]2CC(=O)C=C(c3cccc(Br)c3)C2)cc1OC	-1	32	-0.1
COc1cccc(CN(C(=O)c2cccs2)C2CCS(=O)(=O)C2)c1 (configuration not stated)	-6	16	2.1
O=C1CCC(=O)N1c1ccc(S(=O)(=O)Nc2cccc(Br)c2)cc1	3	-2	-0.5
O=C(/C=C/c1ccco1)NC1=NCCS1	9	19	-1.2
COc1ccc(C(CCN2CCCC2)c2c(OC)cc(OC)c3c(-c4ccccc4)cc(=O)oc23)cc1 (configuration not stated)	-4	22	-0.2
Cc1ccccc1NC(=O)C1CCCN(C(=O)NCc2ccccc2)C1 (configuration not stated)	-16	31	-1.8
Cc1nn(C)c(Cl)c1C(=O)NC(C(=O)O)c1ccccc1 (configuration not stated)	24	8	0.1
CCCCNc1c([N+](=O)[O-])cc(C(=O)O)cc1[N+](=O)[O-]	-18	43	nt
O=C(O)[C@H](Cc1ccccc1)NC(=O)N1CCOCC1	-15	23	-1.4
CCOC(=O)Cc1nnc(NC(=O)C(CC)Sc2nncn2C)s1 (configuration not stated)	-10	11	1.0
COc1ccc(/C=N/NC(=O)Nc2cccc3nsnc23)cc1	-4	8	1.1
CCOc1ccc(S(=O)(=O)Nc2ccc(C(=O)NCC(c3ccccc3)N(C)C)cc2)cc1 (configuration not stated)	-13	9	-0.8

Reprinted at random: 3 entries already listed
SMILES	OX1R antag-1	OX1R antag-2	STK33 inh
CCN1CCN(C(=S)c2ccc(Br)cc2)CC1	5	3	-0.2
O=S(=O)(c1ccc(S(=O)(=O)N2CCN(C/C=C/c3ccccc3)CC2)cc1)N1CCCC1	-32	30	-1.1
C=CCOc1ccccc1CNCc1cccnc1	-17	6	0.0
